Yeast superoxide: yeast age-related superoxide inhibition as caloric restriction mimetic; S. cerevisiae aged cells, superoxide DHE fluorescence; stronger effect = lower value; superoxide response (% of plate mean), % at 10 µM; AID 2690; hit rate 0.18% among 330,000;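 active = superoxide response under a set limit, about three screen SD below normal, cut at about 65% in these data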;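 note: yeast aged for seven days with compound at 30 °C before DHE staining; 100% = average MFI of all compound-treated wells on the plate with controls excluded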
Efflux pump inh: blocks antifungal efflux pumps in multiplex yeast assay; S. cerevisiae Candida pump triplex, Nile Red efflux; inhibition, % at 10 µM; hit rate 0.44% among 330,000; AID 485275;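 active = plate passing quality check with inhibition over a set limit, or well fluorescence over plate mean plus 4 SD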;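 note: Nile Red retained in pooled yeast measured as flow cytometry median fluorescence; 0% = buffer negative control and 100% = Enniatin B positive control; higher means more Nile Red kept so more efflux inhibition; some compounds called inactive have numbers as strong as hits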
LAP4 TOR yeast: modulators of TOR pathway LAP4-GFP in S. cerevisiae; S. cerevisiae LAP4-GFP multiplex, flow cytometry GFP, 3 h; median GFP as percent of DMSO wells; GFP response vs DMSO, % at 10 µM; hit rate 0.34% among 320,000; AID 2023;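 active = GFP response vs DMSO above a set limit, about the screen mean plus 3 SD, cut at about 150% in these data; inconclusive = under 70 cell events counted for the yeast strain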
RPL19A TOR yeast: yeast TOR pathway RPL19A-GFP modulation; S. cerevisiae RPL19A-GFP strain, flow cytometry, 3 h; stronger effect = lower value; hit rate 0.3% among 330,000; percent response vs DMSO, % at 10 µM;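 active = percent response vs DMSO below 50%; inconclusive = fewer than 70 events counted for the yeast strain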;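 note: median channel GFP fluorescence of the barcoded RPL19A-GFP strain; ratio of sample median GFP to plate DMSO average so 100% = DMSO; lower means less RPL19A-GFP as with rapamycin TOR inhibition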
CIT2-GFP yeast: yeast TOR pathway CIT2-GFP modulation. GFP response vs DMSO, % at 10 µM. hit rate 0.065% among 320,000. S. cerevisiae CIT2-GFP strain, flow cytometry, 3 h; 100 means same as DMSO wells;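 active = GFP response relative to DMSO above a set limit, near the screen mean plus 3 SD, cut at about 150% in these data; inconclusive = Fewer than 70 cells measured for a yeast strain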;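 note: ratio of well median GFP fluorescence to mean of DMSO wells on the plate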
AGP1 TOR yeast: yeast TOR pathway AGP1-GFP modulation | S. cerevisiae AGP1-GFP multiplex flow cytometry, 3 h; GFP as percent of DMSO wells | GFP response vs DMSO, % at 10 µM | hit rate 0.02% among 320,000;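 active = GFP response relative to DMSO above a set limit, near screen average plus 3 SD, cut at about 150% in these data; inconclusive = fewer than 70 cells counted for the yeast strain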;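 note: median GFP channel fluorescence of the gated AGP1 strain per well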
AHR act: activates the human aryl hydrocarbon receptor | AHR-responsive luciferase reporter cells, luminescence | activation, % at 5 µM | hit rate 2.5% among 320,000 | AID 2796; in the data active = activation above about 47%;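 note: 0% = vehicle wells and 100% = reference agonist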
Target sequence (P35869 whole entry, looked up): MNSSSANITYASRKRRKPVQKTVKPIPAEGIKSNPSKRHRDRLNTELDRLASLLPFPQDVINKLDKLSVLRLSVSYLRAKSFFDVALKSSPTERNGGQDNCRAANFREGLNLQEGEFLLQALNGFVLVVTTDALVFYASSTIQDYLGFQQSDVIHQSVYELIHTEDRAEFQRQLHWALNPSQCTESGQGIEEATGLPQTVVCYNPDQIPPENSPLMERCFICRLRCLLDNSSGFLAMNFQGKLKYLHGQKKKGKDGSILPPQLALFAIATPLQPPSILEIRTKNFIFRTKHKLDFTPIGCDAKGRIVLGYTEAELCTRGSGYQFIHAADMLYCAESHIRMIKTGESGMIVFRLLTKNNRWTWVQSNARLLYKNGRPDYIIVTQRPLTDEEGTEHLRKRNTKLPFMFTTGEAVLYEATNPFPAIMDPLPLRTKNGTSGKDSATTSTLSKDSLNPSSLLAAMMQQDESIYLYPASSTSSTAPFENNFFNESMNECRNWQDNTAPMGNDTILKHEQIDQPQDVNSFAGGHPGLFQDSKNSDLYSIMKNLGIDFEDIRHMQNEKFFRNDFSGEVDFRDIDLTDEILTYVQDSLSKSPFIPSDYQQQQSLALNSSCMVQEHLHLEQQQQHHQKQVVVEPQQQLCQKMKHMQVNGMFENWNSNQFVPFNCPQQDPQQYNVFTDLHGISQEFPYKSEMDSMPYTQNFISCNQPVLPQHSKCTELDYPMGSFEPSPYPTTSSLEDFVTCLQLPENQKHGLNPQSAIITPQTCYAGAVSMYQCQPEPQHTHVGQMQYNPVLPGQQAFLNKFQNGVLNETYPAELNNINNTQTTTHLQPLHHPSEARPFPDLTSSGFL
MEP2 TOR yeast: alters MEP2-GFP fluorescence in TOR pathway yeast screen | S. cerevisiae MEP2-GFP strain, flow cytometry GFP, 3 h; 100% = DMSO control level | GFP response vs DMSO, % at 10 µM | hit rate 0.51% among 330,000 | AID 2016;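 active = GFP response versus DMSO above a set limit, roughly screen mean plus 3 SD, cut at about 180% in these data; inconclusive = fewer than 70 cells counted for a yeast strain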;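 note: median GFP fluorescence of the barcode-gated MEP2-GFP cells per well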
Active calls of the source: *; ? = inconclusive; · = no result given; [ ] = dose if it differs, or a comment.

SMILES	Yeast superoxide	Efflux pump inh	LAP4 TOR yeast	RPL19A TOR yeast	CIT2-GFP yeast	AGP1 TOR yeast	AHR act	MEP2 TOR yeast
COc1cccc(NS(=O)(=O)CC23CCC(CC2=O)C3(C)C)c1 (configuration not stated)	108	0.0	97	95	90	93	4	93
COCC(=O)n1nc(NCc2ccc(OC)cc2)nc1NCc1ccc(OC)cc1	89	0.4	121	97	82	99	-1	97
CCOc1ccccc1N1C(=O)c2ccc(S(=O)(=O)c3ccc(C(=O)O)cc3)cc2C1=O	97	0.0	97	102	100	103	-3	106
O=C(CSc1n[nH]c(-c2ccncc2)n1)Nc1ccc(F)cc1	104	0.0	93	103	104	98	0	108
CCOC(=O)C1=NN(C(C)=O)C2(CC(=O)N(c3ccc(C)c(C)c3)C2=O)C1 (configuration not stated)	113	0.0	90	95	91	94	0	92
CC(=O)Nc1ccc(N(C(=O)CNC(=O)c2ccco2)C(C(=O)NCC2CCCO2)c2ccccc2)cc1 (configuration not stated)	92	-0.1	90	103	98	101	0	98
Cc1cc(NC(=O)C2CCCN2C(=O)Nc2cccc(Cl)c2)ccc1-n1cnnn1 (configuration not stated)	106	0.0	109	95	106	94	-5	97
COc1cccc(/C=N/NC(=O)C(=O)NCc2ccco2)c1OC	100	-0.2	93	100	104	98	9	103
CCOc1ccc(S(=O)(=O)N/N=C2/CC(c3ccccc3)Oc3ccccc32)cc1 (configuration not stated)	101	0.1	103	100	106	110	10	99
O=C(COC(=O)c1cccc(S(=O)(=O)N2CCCCC2)c1)NC1CCCc2ccccc21 (configuration not stated)	104	-0.2	81	104	99	93	-1	96
O=C(O)C(Cc1cc(Cl)ccc1Cl)Sc1nc2ccccc2[nH]1 (configuration not stated)	107	0.0	88	90	90	89	5	88
Cc1oc2c(c(C)cc3oc(=O)c(CC(=O)NCCCO)c(C)c32)c1C	110	-0.3	94	104	109	105	3	110
CCOc1ccc(-c2noc(CCC(N)=O)n2)cc1OCC	96	0.0	96	98	89	107	2	100
NC1=NC[C@H](CC2CCCCC2)N1CCc1cc(C(F)(F)F)cc(C(F)(F)F)c1	100	-0.2	94	101	105	107	4	106
O=C(COC(=O)CC(c1ccccc1)c1ccccc1)Nc1cccc(F)c1	116	0.0	110	103	84	95	5	104
COc1ccc(-c2nc3c(Br)c(N)c(Br)cc3o2)cc1	105	-0.1	105	97	100	107	49*	108
COc1ccc(NC(=O)CSc2nnc(CNC(=O)c3ccco3)o2)cc1	94	0.2	74	100	97	90	11	95
CCn1cc(C(=O)N[C@H](C(=O)NCCCOC)C(C)C)c(=O)c2cc3c(cc21)OCO3	116	0.1	110	100	95	98	0	98
CCc1ccccc1NC(=O)c1noc(C(C)C)c1[N+](=O)[O-]	97	-0.1	101	105	102	103	2	104
O=C(NCCC(c1ccccc1)c1ccccc1)c1cnc2sccn2c1=O	108	0.0	105	96	98	107	2	99
COc1ccccc1NC(=O)CSc1ncnc2c1oc1ccccc12	88	0.0	105	106	108	110	8	109
CC(=O)c1sc(NC(=O)COc2ccc(C(C)C)c(C)c2)nc1C	105	0.1	90	103	100	91	2	96
Cc1nnc(-c2cccc(Br)c2)c2cn(-c3cccc(Br)c3)nc12	80	-0.2	105	102	109	111	39	107
O=C(NCC(=O)N1CCN(c2ccccc2)CC1)c1ccco1	121	-0.1	88	101	100	96	-2	88
O=C(CCC(=O)c1ccc(F)cc1)Nc1cc(Cl)cc(Cl)c1	101	0.0	109	101	103	104	8	112
CC(C)c1ccc(S(=O)(=O)N2CCN(C(=O)C3=COCCO3)CC2)cc1	84	0.1	94	94	104	102	0	97
COc1ccccc1NC(=O)c1ccc(C)c(S(=O)(=O)N2CCCCC2)c1	97	-0.1	75	101	107	87	7	96
COc1cccc(NC(=O)CC2S/C(=N\S(=O)(=O)c3ccccc3)N(c3ccccc3)C2=O)c1 (configuration not stated)	98	-0.3	100	108	105	98	0	104
CCCc1nc(NCCO)c(C#N)c2c1CCCC2	96	0.1	106	102	92	100	5	93
COCCNC(=O)C(c1ccc(O)cc1)N(C(=O)CCC(=O)Nc1nccs1)c1ccc(C)cc1 (configuration not stated)	100	0.3	106	99	101	107	-3	103
O=C(CCSCCc1ccccn1)Nc1c(F)cc(F)cc1Br	141	0.1	93	108	105	100	11	106
O=C(NS(=O)(=O)Oc1ccc(F)cc1F)OC[C@@H]1CCCN2CCCCC12 (some centres not stated)	94	-0.3	100	99	104	101	-2	106
O=C(CCC(=O)N1CCOc2ccccc21)NC1CCCCCC1	93	0.0	100	96	98	97	1	101
CC(C)C(NC(=O)c1ccc(C(C)(C)C)cc1)C(=O)NCc1ccccn1 (configuration not stated)	111	0.0	109	105	106	107	1	97
COc1cccc(-c2nc3ccc(C(=O)N4CCCC(O)C4)cc3o2)c1 (configuration not stated)	97	0.2	88	103	96	92	20	99
Cc1cc2nsnc2c(S(=O)(=O)N2CCN(C)CC2)c1C	100	0.1	95	83	100	86	-2	111
COc1ccc(OC)c(-c2nn(-c3ccccc3)cc2C(=O)N2CCc3ccccc3C2)c1	96	-0.1	95	98	92	93	23	94
CSc1ncccc1C(=O)Nc1nnc(C2CC2)s1	98	0.0	105	110	109	114	61*	122
COc1ccc(C(C)(C)NC(=O)C2CCC(=O)N(C3CC3)C2)cc1OC (configuration not stated)	99	-0.1	112	107	100	102	-1	118
Cc1ccc(S(=O)(=O)Nc2ccc(NC(=O)c3ccc(F)cc3)cc2)cc1	109	-0.1	86	97	86	92	1	91
COc1ccc(C/C(N)=N/n2cnnc2)cc1Cl	106	0.1	98	101	102	109	5	108
N#Cc1c(C(F)(F)F)cc(C2CC2)[nH]c1=O	103	-0.1	100	104	103	104	0	109
O=C(O)c1cccc(N/N=C/c2cn(-c3ccccc3)nc2-c2cccs2)c1	93	-0.2	96	102	96	88	54*	97
CC(CCc1ccccc1)NC(=O)C(=O)Nc1ccccc1 (configuration not stated)	94	0.4	93	110	109	105	7	110
CC(=O)Nc1ccc(/C(C)=N\NC(=O)c2ccc(-c3ccccc3)cc2)cc1	85	0.1	88	102	100	96	14	107
O=C(O)CC1=C(Nc2ccccc2)C(=O)N(c2ccccc2)C1c1ccc(Cl)cc1 (configuration not stated)	103	0.0	96	96	102	100	0	96
COc1ccc(NC(=O)C2CCCN2C(=O)NCc2ccccc2)cc1 (configuration not stated)	102	-0.1	97	93	91	96	0	95
Cc1ccc2c(c1)Cc1nc3ccccc3nc1-2	71	0.3	89	68	77	71	25	102
CC(=O)Nc1ccc(SCC(=O)c2c(N)n(Cc3ccccc3)c(=O)n(C)c2=O)cc1	118	0.4	102	100	102	100	14	102
COC(=O)c1c(NC(=O)COc2ccc(Cl)cc2)sc2c1CC(C)(C)NC2(C)C	101	0.5	104	92	98	96	-1	87
Cc1cc(N2CCN(C)CC2)nc2ccc(NC(=O)CCC3CCCC3)cc12	99	0.0	96	104	93	95	1	104
Cc1cccc(-n2nc3c(c2NC(=O)C(C)C)CS(=O)(=O)C3)c1C	100	-0.1	87[may fluoresce violet]	102[may fluoresce violet]	?	72[may fluoresce violet]	-1	118[may fluoresce violet]
O=C(NCCc1c[nH]c2ccccc12)N[C@@H](Cc1ccccc1)C(=O)O	109	0.1	·	101	98	105	5	104
COc1cc(C(=O)NC(=S)Nc2ccccc2[N+](=O)[O-])cc(OC)c1OC	118	-0.1	89	106	110	95	23	108
CCNS(=O)(=O)c1ccc(CCC(=O)N2CCN(c3cc(Cl)ccc3C)CC2)cc1	101	0.1	100	103	104	97	2	106
COc1ccc(CN2CCN(Cc3ccccc3C(F)(F)F)CC2)c(OC)c1	77	-0.1	91	100	90	48	2	126
Cc1cccc(NC(=O)CCNC(=O)c2ccco2)c1C	107	-0.1	89	97	100	97	-1	101
CCOc1ccc2ncc(S(=O)(=O)c3ccc(C)cc3)c(N3CCC4(CC3)OCCO4)c2c1	88	-1.1	97	105	101	103	34	102
O=C(COc1ccc(Cl)cc1Cl)NC(=S)N1CCCc2ccccc21	101	0.0	107	102	106	107	16	108
O=C(CN1C(=O)c2cccc([N+](=O)[O-])c2C1=O)NCc1ccccc1	107	0.0	96	104	103	99	2	100

More compounds:
SMILES	Yeast superoxide	Efflux pump inh	LAP4 TOR yeast	RPL19A TOR yeast	CIT2-GFP yeast	AGP1 TOR yeast	AHR act	MEP2 TOR yeast
CCc1nnc(NC(=O)CSc2nnc(CSc3nc(C)cc(C)n3)o2)s1	92	-0.1	103	105	105	106	1	108
O=C(NCc1ccccc1)C(c1ccc(Cl)cc1)N(C(=O)c1csnn1)C1CC1 (configuration not stated)	94	0.4	92	103	105	106	2	111
COC(=O)c1ccc(CNC(=O)COC(=O)COc2ccc(OC)cc2)cc1	110	0.1	100	106	102	92	0	105
CC(C)N1CCN(Cc2ccc(-c3ccccc3Cl)o2)CC1CCO (configuration not stated)	83	-0.2	97	100	100	98	1	101

Structures from the list above with an aryl methoxy group:
SMILES	Yeast superoxide	Efflux pump inh	LAP4 TOR yeast	RPL19A TOR yeast	CIT2-GFP yeast	AGP1 TOR yeast	AHR act	MEP2 TOR yeast
COc1cccc(NS(=O)(=O)CC23CCC(CC2=O)C3(C)C)c1 (configuration not stated)	108	0.0	97	95	90	93	4	93
COCC(=O)n1nc(NCc2ccc(OC)cc2)nc1NCc1ccc(OC)cc1	89	0.4	121	97	82	99	-1	97
COc1cccc(/C=N/NC(=O)C(=O)NCc2ccco2)c1OC	100	-0.2	93	100	104	98	9	103
COc1ccc(-c2nc3c(Br)c(N)c(Br)cc3o2)cc1	105	-0.1	105	97	100	107	49*	108
COc1ccc(NC(=O)CSc2nnc(CNC(=O)c3ccco3)o2)cc1	94	0.2	74	100	97	90	11	95
COc1ccccc1NC(=O)CSc1ncnc2c1oc1ccccc12	88	0.0	105	106	108	110	8	109
COc1ccccc1NC(=O)c1ccc(C)c(S(=O)(=O)N2CCCCC2)c1	97	-0.1	75	101	107	87	7	96
COc1cccc(NC(=O)CC2S/C(=N\S(=O)(=O)c3ccccc3)N(c3ccccc3)C2=O)c1 (configuration not stated)	98	-0.3	100	108	105	98	0	104
COc1cccc(-c2nc3ccc(C(=O)N4CCCC(O)C4)cc3o2)c1 (configuration not stated)	97	0.2	88	103	96	92	20	99
COc1ccc(OC)c(-c2nn(-c3ccccc3)cc2C(=O)N2CCc3ccccc3C2)c1	96	-0.1	95	98	92	93	23	94
COc1ccc(C(C)(C)NC(=O)C2CCC(=O)N(C3CC3)C2)cc1OC (configuration not stated)	99	-0.1	112	107	100	102	-1	118
COc1ccc(C/C(N)=N/n2cnnc2)cc1Cl	106	0.1	98	101	102	109	5	108
COc1ccc(NC(=O)C2CCCN2C(=O)NCc2ccccc2)cc1 (configuration not stated)	102	-0.1	97	93	91	96	0	95
COc1cc(C(=O)NC(=S)Nc2ccccc2[N+](=O)[O-])cc(OC)c1OC	118	-0.1	89	106	110	95	23	108
COc1ccc(CN2CCN(Cc3ccccc3C(F)(F)F)CC2)c(OC)c1	77	-0.1	91	100	90	48	2	126
COC(=O)c1ccc(CNC(=O)COC(=O)COc2ccc(OC)cc2)cc1	110	0.1	100	106	102	92	0	105

High-throughput results from PubChem.
